ADAM10 inh – ADAM10 inhibition, QFRET primary screen | O14672 | recombinant ADAM10, EDANS/DABCYL FRET peptide cleavage, 3 h | inhibition, % at 7 µM | 0.62% of 370,000 active | AID 720582;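 active = inhibition above a per-campaign cutoff equal to the mean of compounds falling between control-based bounds plus 3 SD, cut at about 20% in these data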;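 note: 0% = DMSO wells while the 100% control is not disclosed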
PLCg1 inh – blocks human PLC-gamma1 enzyme activity. purified PLC-gamma1, fluorogenic substrate, fluorescence. P19174. inhibition, % at 12.2 µM. 0.84% of 370,000 active. AID 720700; in the data active = inhibition above about 9.5%
ARFGAP1 inh – rat ARFGAP1 inhibition. Q62848. inhibition, % at 16.5 µM. Arfgap1-stimulated ARF1 GTP hydrolysis, GDP FP detection. 0.26% of 360,000 active;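 active = inhibition above a per-plate limit, mean inhibition of low control wells plus 3 SD, cut at about 25% in these data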;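 note: 0% = DMSO wells with enzyme and 100% = wells lacking Arfgap1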
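system = rat Arfgap1 catalytic domain, aa 1-136 | technique = FP, GDP Alexa 633 tracer displaced from anti-GDP antibody, 620/688 nm | compound = one concentration, 16.5 µM, DMSO 1.26% | medium = HEPES-based buffer, pH 7.5 | timing = compound-enzyme preincubation 20 min, reaction 120 min, detection 60 min, 25 °C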
PLCb3 inh – PLC-beta3 (human) inhibition, primary screen; Purified PLC-beta3, fluorogenic substrate, fluorescence; inhibition, % at 12.2 µM; 0.18% of 370,000 active; AID 720704; in the data active = inhibition above about 11%;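 note: 0% = median of compound wells on plate and 100% = full blocker control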
Tn7 DDE FP – DD(E)-Tn7 binding inhibition, primary FP screen; P02675; FP displacement of FITC-Tn7 peptide from fibrin DD(E); 0% = median of compound wells per plate; inhibition, % at 8.3 µM; 0.13% of 370,000 active; AID 720508;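 active = inhibition above the mean of compounds falling within the control limits plus 3 SD of them, cut at about 14% in these data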;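 note: 0% = plate median of compound wells and 100% = 10 µM Aha-Tn7 peptide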
Target sequence (P02675 whole entry, looked up): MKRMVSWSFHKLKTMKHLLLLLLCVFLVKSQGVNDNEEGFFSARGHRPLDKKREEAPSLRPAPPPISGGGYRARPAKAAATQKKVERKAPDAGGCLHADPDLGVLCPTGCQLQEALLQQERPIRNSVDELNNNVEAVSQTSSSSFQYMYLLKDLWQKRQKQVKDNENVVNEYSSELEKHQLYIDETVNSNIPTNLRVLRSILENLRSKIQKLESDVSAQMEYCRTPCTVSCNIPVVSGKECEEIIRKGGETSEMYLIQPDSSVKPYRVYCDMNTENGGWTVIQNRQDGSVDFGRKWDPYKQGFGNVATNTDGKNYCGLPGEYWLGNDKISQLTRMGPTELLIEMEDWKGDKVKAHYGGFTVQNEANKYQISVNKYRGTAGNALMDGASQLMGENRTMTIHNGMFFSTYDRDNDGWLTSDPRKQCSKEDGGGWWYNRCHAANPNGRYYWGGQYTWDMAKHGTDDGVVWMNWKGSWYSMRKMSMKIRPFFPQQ
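Test system – human fibrin DD(E) · Times – 10 min preincubation, 3 h with tracer, room temperature · Detection – fluorescence polarization of the labelled Tn7 tracer · Measure – percent inhibition normalized to high-control wells · Benchmarks – high control wells with 10 µM unlabelled Aha-Tn7 peptide (full inhibition) · Repeats – singlicate testing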
TDP2 inh – TDP2 (human) inhibition, absorbance primary screen; O95551; recombinant TDP2, T5PNP hydrolysis, p-nitrophenol absorbance 415 nm; inhibition, % at 12.8 µM; 0.34% of 370,000 active; AID 720702;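 active = inhibition above the mean of all tested compounds plus 3 SD, set per campaign, cut at about 25% in these data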;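 note: 0% = DMSO with enzyme and 100% = buffer with substrate but no TDP2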
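Assay system: Recombinant human TDP2 | Quantity: 120 nM TDP2 per well | Incubation: 2 h at 37 °C | Signal: Epi absorbance | Evaluation: Percent inhibition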
DDE Tn6 FP inh – inhibitors of Tn6 peptide binding to human fibrin DD(E). Fibrin DD(E) TRITC-Tn6 fluorescence polarization displacement. inhibition, % at 8.3 µM. 0.21% of 370,000 active. AID 720509;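 active = inhibition above a per-campaign cutoff: mean of compounds within control limits plus 3 SD, cut at about 15% in these data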;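 note: 0% = median of all compound wells on the plate and 100% = blocking peptide control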
SIAE inh – inhibitors of human sialic acid acetylesterase SIAE; inhibition, % at 9.66 µM; AID 1053197; SIAE FP-Rh probe binding, fluorescence polarization; 0.69% of 370,000 active;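 active = inhibition above a cutoff: mean of compounds within the control limits plus 3 SD of those, cut at about 17% in these data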;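 note: 0% = plate median of compound wells and 100% = probe without SIAE protein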
Target sequence (Q9HAT2 whole entry, looked up): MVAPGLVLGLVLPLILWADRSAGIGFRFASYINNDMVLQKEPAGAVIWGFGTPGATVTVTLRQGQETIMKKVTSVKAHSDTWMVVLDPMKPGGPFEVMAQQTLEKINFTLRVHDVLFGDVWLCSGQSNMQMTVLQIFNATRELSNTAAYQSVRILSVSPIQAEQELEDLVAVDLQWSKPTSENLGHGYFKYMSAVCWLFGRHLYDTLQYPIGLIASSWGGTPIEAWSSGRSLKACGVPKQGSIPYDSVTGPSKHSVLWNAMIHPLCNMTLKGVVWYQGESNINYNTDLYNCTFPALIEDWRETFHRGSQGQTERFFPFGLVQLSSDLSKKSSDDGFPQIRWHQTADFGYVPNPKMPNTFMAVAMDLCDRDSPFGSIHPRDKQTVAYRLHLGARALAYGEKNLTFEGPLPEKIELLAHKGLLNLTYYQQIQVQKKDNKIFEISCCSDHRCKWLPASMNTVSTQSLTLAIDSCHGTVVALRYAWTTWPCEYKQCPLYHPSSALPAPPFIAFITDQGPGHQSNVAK
ASAP1 inh – inhibitors of human ASAP1 ArfGAP activity; Q9ULH1; inhibition, % at 16.5 µM; ASAP1-stimulated ARF1 GTP hydrolysis, GDP FP detection; 0.19% of 360,000 active; in the data active = inhibition above about 25%;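 note: 0% = vehicle with enzyme and substrate and 100% = no enzyme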
ADAM17 inh – ADAM17 inhibition, QFRET primary screen; 0.83% of 370,000 active; recombinant ADAM17, EDANS/DABCYL FRET peptide cleavage; inhibition, % at 6.95 µM; P78536;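 active = inhibition above the mean of compounds lying between control limits plus 3 SD, set per campaign, cut at about 8.5% in these data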;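 note: 0% = DMSO-only wells as the low control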
An asterisk follows results filed as active; . = not tested or not shown. An unsorted share of the library, and some 3.6% of all compounds hit somewhere here.

mol	ADAM17 inh	TDP2 inh	ARFGAP1 inh	PLCb3 inh	SIAE inh	Tn7 DDE FP	DDE Tn6 FP inh	PLCg1 inh	ADAM10 inh	ASAP1 inh
CC(=O)c1cn(-c2ccc([N+](=O)[O-])cc2)c(=O)n(C)c1=O	1	22	5	-2	4	2	1	3	4	-4
O=S(=O)(Nc1nc2ccccc2s1)c1ccc(Cl)s1	-1	14	6	-5	2	4	-5	-3	3	-2
Cc1ccc(-n2nc3c(=O)n(C(C)C(=O)NCc4ccc(Cl)cc4)nc(C)c3c2C)cc1 (stereo not given)	-1	-8	18	-5	-4	-7	-4	1	0	11
C=CCNC(=O)C(=O)NCC(c1ccc2c(c1)OCO2)N1CCN(c2ccc(F)cc2)CC1 (stereo not given)	0	-8	13	-4	4	4	-1	1	5	-3
Cc1ccc(C(=O)NCCNC(=O)c2ccc(F)cc2)cn1	2	-9	0	2	-6	-6	1	3	7	-10
Cc1ccc(/C=N\NC(=O)/C(=C\Nc2nccc(C)n2)NC(=O)c2ccccc2)cc1	-3	2	-10	-3	18*	-1	2	-2	-2	-2
CC1(C)Cc2ccccc2-c2nnc(SCc3ccccc3)n21	-1	5	6	0	-2	2	1	-5	-3	-3
CCCCn1c(N)c(N(CC(C)C)C(=O)CCNC(=O)c2ccc(Cl)cc2)c(=O)[nH]c1=O	-4	-11	11	-1	-1	5	-8	2	-21	6
COc1cc2[nH]c(=O)n(CCC(=O)N3CCc4ccccc4C3)c(=O)c2cc1OC	-9	-4	-10	-5	-2	0	11	-2	-44	2
CCC(=O)N1CCCc2cc(S(=O)(=O)CCC(=O)Nc3ccccc3C)ccc21	-6	-10	3	-5	-1	0	2	2	-8	-8
CCOc1ccc(-n2nnnc2SCC(=O)NC2CCCC2)cc1	-5	-4	5	-9	-1	3	2	1	8	1
Cc1ccc(NC(=O)C2CC(Cl)=CCC2C(=O)O)c([N+](=O)[O-])c1 (stereo not given)	1	-8	12	-2	0	0	-3	1	-4	-8

mol	ADAM17 inh	TDP2 inh	ARFGAP1 inh	PLCb3 inh	SIAE inh	Tn7 DDE FP	DDE Tn6 FP inh	PLCg1 inh	ADAM10 inh	ASAP1 inh
CCOc1ccc(CCN2C(=O)C(=O)N([C@@H](CC(C)C)CN3CCC[C@@H]3CN3C(=O)C(=O)NC[C@@H]3Cc3ccccc3)C[C@@H]2Cc2ccc(O)cc2)cc1	-1	-6	-5	3	-6	-2	-1	0	0	4
CN(CC(=O)NCCc1ccc(S(N)(=O)=O)cc1)c1ccccc1	0	-1	1	5	2	-3	-3	1	14	2
CCCCOCCCNC(=S)Nc1ccc(S(=O)(=O)N2CCOCC2)cc1	2	-11	6	6	-2	-11	1	4	11	12
c1ccc(Nc2nc(N3CCCCC3)nc(N3CCNCC3)n2)cc1	-3	1	-5	-3	1	4	3	-1	-1	-5
O=C1CC(c2ccccc2)CC(O)=C1C=NCc1ccccc1 (stereo not given)	-4	9	-6	2	7	4	5	-3	4	4
COc1ccccc1N1CCN(C(c2cccs2)c2nnnn2C2CCCC2)CC1 (stereo not given)	1	-3	-7	2	3	-4	-3	9.9*	-3	-17
CCCOCCOC(=O)c1[nH]c2c(c1C)C(=O)CC(c1cc(OC)ccc1OC)C2 (stereo not given)	-1	0	-12	-1	14	-6	-8	1	-6	2
C=CCN(CC#Cc1ccc(C(F)(F)F)cc1)CC=C	2	-9	.	7	6	2	3	3	1	.
Cc1ccc(CC(=O)Nc2ccc([N+](=O)[O-])cc2C)cc1	1	4	-7	1	3	0	-2	3	-2	1
Cc1[nH]c2ccccc2c1C(=O)CSC(=S)N(C)C	-1	5	0	4	9	-1	-1	-1	-6	8
CCCCC(=O)Nc1nnc(-c2ccco2)o1	-2	8	-8	-4	3	8	2	1	0	-9
CCc1ccc(-n2c(SCC(=O)Nc3ccc(C(=O)O)cc3)nnc2-c2ccncc2)cc1	-6	2	10	-6	-3	2	5	2	2	-3

mol	ADAM17 inh	TDP2 inh	ARFGAP1 inh	PLCb3 inh	SIAE inh	Tn7 DDE FP	DDE Tn6 FP inh	PLCg1 inh	ADAM10 inh	ASAP1 inh
CCOC(=O)c1cccc(NC(=O)Nc2ccc3c(c2)C(=O)OC3)c1	-4	-4	4	-5	-6	12	8	-1	-3	2
COCCNC(=O)C1CCCN(C(=O)COc2ccc(C(C)(C)C)cc2)CC1 (stereo not given)	-4	-4	-2	2	-4	1	-5	0	-2	6
CC(=O)Oc1ccc(-c2cccc(C(=O)N3CCCCC3)c2)cc1	0	-7	-7	-2	-3	-9	5	3	13	-18
O=C(COC(=O)C1=COCCO1)NCCCc1ccccc1	-1	1	7	-1	-4	2	-1	0	-4	4
CCCOc1ccc(-c2cnc(SCC(N)=O)nc2N)cc1	-5	0	5	-4	-7	-2	1	-4	-10	0
COc1ccc(CNC(=O)C(NS(=O)(=O)c2cccc3nsnc23)C(C)C)cc1 (stereo not given)	-3	0	6	-7	0	10	5	2	7	14
O=c1c2oc3ccccc3c2[nH]c(=S)n1-c1ccccc1	-1	4	-8	-3	3	3	0	-1	1	4
Cc1nn(-c2ccccc2)c(C)c1/C=N/NC(=O)CSc1nc2ccccc2c(=O)n1-c1ccc(Br)cc1	2	-7	3	-2	2	4	-3	-4	-9	14
CCC(CC)NCc1ccc2c(c1)c1ccccc1n2CC	-4	-6	1	-4	-1	-1	-2	5	-6	2
Cc1nn(CC(=O)NC2CCCCC2)c(C)c1[N+](=O)[O-]	-3	3	-5	-10	2	6	-10	2	-16	3
CCOc1ccc(NC(=O)CSc2nc(N)c(-c3ccccc3)c(=O)[nH]2)cc1	-4	2	-8	-3	7	-1	9	0	-2	-2
Cc1nnc(-c2cnn(-c3ccccc3)c2N)n1Cc1ccncc1	-6	-4	-15	0	3	2	-5	-6	-11	3

mol	ADAM17 inh	TDP2 inh	ARFGAP1 inh	PLCb3 inh	SIAE inh	Tn7 DDE FP	DDE Tn6 FP inh	PLCg1 inh	ADAM10 inh	ASAP1 inh
CCCCn1c(=S)[nH]c2ncccc2c1=O	-3	9	11	-1	1	-2	1	-1	3	4
O=C(CN1CCN(c2cccc(Cl)c2)CC1)Nc1ccc(S(=O)(=O)N2CCOCC2)cc1	-3	-4	3	-7	5	1	-6	-3	-6	8
O=C(CSc1nnc(COc2ccccc2)o1)Nc1nccs1	1	-1	2	2	3	13	4	2	6	0
COc1cc(COCC(O)CN2CCCCC2C)cc(OC)c1OC (stereo not given)	2	14	-4	-1	3	-9	0	2	-5	5
O=C(NNc1ccccc1[N+](=O)[O-])Nc1ccc(F)cc1F	-4	0	-6	-13	6	1	-5	-3	-6	5
CCOc1ncccc1C(=O)Nc1nnc(C(CC)CC)s1	-4	-7	-1	-5	4	9	-3	-1	1	-4
C=CCn1c(SCc2ccc(F)cc2)nnc1-c1sc2nc(C)cc(C)c2c1N	-12	-10	-5	-212	4	-3	0	-196	-32	-7
CSC1=NCCN1CCOc1ccccc1	0	6	0	2	1	-1	-1	2	0	-14
C=CCn1c(CNC(=O)c2cccs2)n[nH]c1=S	-6	2	11	-1	5	-6	-2	-1	-8	-10
O=C(O)c1n[nH]c2c1CCCC2	-2	10	-10	0	0	4	3	1	3	0
O=C(N/N=C/c1cccc(O)c1)c1csc2ccccc12	4	-3	-9	-2	-1	6	-9	5	7	-9
COC(=O)c1ccccc1NC(=O)COC(=O)CSc1nnc(N)s1	-4	0	3	-2	1	12	-7	-2	-9	-1

mol	ADAM17 inh	TDP2 inh	ARFGAP1 inh	PLCb3 inh	SIAE inh	Tn7 DDE FP	DDE Tn6 FP inh	PLCg1 inh	ADAM10 inh	ASAP1 inh
CCOC1(NC(=O)c2ccccc2)C(C)=CC(=O)C=C1C	-4	3	-3	-2	-3	-1	0	1	-12	-10
O=C(Cn1cncn1)N/N=C/c1cccc2ccccc12	-1	1	0	-1	3	0	0	0	11	14
Cc1ccccc1NC(=O)Cc1nnc(SCC(=O)N2CCOCC2)n1C	0	0	-3	-9	8	-4	-2	-2	-10	10
Cc1ccc(F)cc1NC(=O)C1CCCN(c2ncccn2)C1 (stereo not given)	4	-11	-15	-1	-4	0	-3	3	5	-8
Cc1ccccc1NC(=O)Cc1nc(COC(=O)c2cc([N+](=O)[O-])ccc2N)cs1	0	-1	29*	-11	-12	-7	6	1	2	0
Cc1n[nH]c(C)c1S(=O)(=O)N(CC(=O)NC1CCCC1)c1ccc(C(C)C)cc1	-1	1	-4	5	1	5	1	0	-10	14
CCOC(=O)/C(=C\C=C\N1CCOCC1)C(C)=O	0	-9	9	-6	7	-5	-1	-6	-3	-4
O=C(CN(CCc1ccccc1)Cc1ccccc1)Oc1ccccc1P(=O)(O)O	1	6	1	-3	1	-8	3	5	-4	6
Cc1ccnc(N2C(=O)c3ccccc3C2Nc2cccc(C)c2C)c1 (stereo not given)	0	1	4	7	4	3	8	5	-3	4
Cc1ccc(N2CCN(C(=O)C(=O)c3cccc([N+](=O)[O-])c3)CC2)cc1	-2	4	-1	0	1	0	-1	1	-10	-5
CCN(CC(=O)NCc1ccccn1)S(=O)(=O)c1ccc(Cl)cc1	-2	9	-8	-4	2	2	-4	-7	0	-12
O=C(COc1coc(CN2CCc3ccccc32)cc1=O)Nc1ccc([N+](=O)[O-])cc1	-3	-7	1	-5	0	1	0	2	-4	3

mol	ADAM17 inh	TDP2 inh	ARFGAP1 inh	PLCb3 inh	SIAE inh	Tn7 DDE FP	DDE Tn6 FP inh	PLCg1 inh	ADAM10 inh	ASAP1 inh
Cc1cc(C)nc(SCc2nnc(SCC(N)=O)n2Cc2ccco2)n1	1	-2	10	-1	15	13	5	-2	-1	2
CCOC(=O)N1CCN(C(=O)C(=O)NNC(=O)COc2ccc(Cl)c(C)c2)CC1	-1	0	17	-3	-3	0	4	5	-9	-3
CCOC(=O)C1Oc2ccccc2C(c2ccc(OC)cc2)=C1C(=O)OC (stereo not given)	1	1	7	-7	-5	-5	-6	-4	1	-7
O=C(CN1CCN(CC(=O)Nc2ccccc2Cl)CC1)Nc1ccc(F)c(F)c1	1	3	-17	-3	-5	-6	3	2	-6	8
CC(=O)C(C(C)=O)C(NC(=O)c1cccnc1)(C(F)(F)F)C(F)(F)F	-1	1	-2	2	1	0	0	4	10	-1
Cc1nc2n[nH]c(N)c2c2c1COC(C)(C)C2	-3	1	2	-3	-1	-3	-2	-5	-6	-2
